Screening data from PubChem BioAssay.
ARNT-TACC3 inh = disrupts binding between human ARNT and TACC3; Q9Y6A5; AlphaScreen His-ARNT PAS-B/GST-TACC3 binding, luminescence; TACC3 fragment carries E629A point mutation; inhibition, % at 9.99 µM; 390,000 tested, 0.66% active; AID 623870;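 active = mean inhibition of replicates at least 50% and at least half of replicates each reaching 50%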;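 note: 0% = complete ARNT plus TACC3 wells and 100% = ARNT alone without TACC3; many hits fall short of the cut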
Cneo AK release = causes C. neoformans cell lysis. adenylate kinase release luminescence, 4 h; normalised: neutral wells 0, clomiphene wells 100. lysis activity, % at 15 µM. 360,000 tested, 0.2% active. AID 651654;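 active = mean lysis activity across replicates of at least 80%, whatever share of replicates individually reach that level; inactive = mean lysis activity below 80%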
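read-out = cell lysis signal | test system = log-phase Cryptococcus neoformans yeast cells | input = cells at 5 × 10^6 per mL | medium = fresh YPD growth medium | signal = luminescent adenylate kinase detection reagent | timing = 4 h at 37 °C static, read 1 h later | dosing = single dose | controls = Clomiphene as positive lysis control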
SIRT5 block = blocks human SIRT5 desuccinylation of peptide; inhibition, % at 15 µM; 330,000 tested, 1.1% active; Purified SirT5, succinyl-peptide AMC, trypsin-coupled fluorescence; Q9NXA8; in the data active = inhibition above about 15%
Target sequence (Q9NXA8 whole entry, looked up): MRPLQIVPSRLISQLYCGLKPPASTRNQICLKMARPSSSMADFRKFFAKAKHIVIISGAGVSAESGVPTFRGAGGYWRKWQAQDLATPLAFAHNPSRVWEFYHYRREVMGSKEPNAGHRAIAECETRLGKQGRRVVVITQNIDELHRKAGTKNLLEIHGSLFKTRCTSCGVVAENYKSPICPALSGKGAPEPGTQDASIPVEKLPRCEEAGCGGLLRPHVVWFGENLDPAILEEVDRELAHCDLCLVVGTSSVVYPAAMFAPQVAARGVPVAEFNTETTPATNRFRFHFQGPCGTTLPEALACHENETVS
esBAF inh = inhibitors of esBAF chromatin remodeling in mouse ES cells | 350,000 tested, 2% active | Bmi1-luciferase knock-in reporter, 24 h; 100% = twice the neutral-well signal | reporter increase, % at 12.5 µM; in the data active = activation above about 40%;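 note: 0% = median of the plate's neutral control wells and 100% = double that signal; a rise in the Bmi1 reporter signal indicates esBAF inhibition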
Statin myotox sup = suppressors of simvastatin-induced myotoxicity in C2C12 myotubes | ATP luminescence, 48 h; scaled: DMSO 0, geranylgeraniol control 100 | rescue of ATP level, % at 7.49 µM | 330,000 tested, 0.78% active;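 active = mean ATP rescue above about 67%, or every replicate alone reaching that limit, limit read from the data, passing the limit was not always enough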;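 note: myotubes were challenged with 10 µM simvastatin during compound exposure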
ERp5 block = ERp5 (human) disulfide isomerase inhibition; Q15084; ERp5 insulin aggregation, absorbance 650 nm, 90 min; inhibition, % at 9.99 µM; 350,000 tested, 0.05% active; AID 651711;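 active = mean replicate inhibition above about 25%, with every replicate also reaching it, limit read from the data, passing the limit was not always enough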
Target sequence (Q15084 whole entry, looked up): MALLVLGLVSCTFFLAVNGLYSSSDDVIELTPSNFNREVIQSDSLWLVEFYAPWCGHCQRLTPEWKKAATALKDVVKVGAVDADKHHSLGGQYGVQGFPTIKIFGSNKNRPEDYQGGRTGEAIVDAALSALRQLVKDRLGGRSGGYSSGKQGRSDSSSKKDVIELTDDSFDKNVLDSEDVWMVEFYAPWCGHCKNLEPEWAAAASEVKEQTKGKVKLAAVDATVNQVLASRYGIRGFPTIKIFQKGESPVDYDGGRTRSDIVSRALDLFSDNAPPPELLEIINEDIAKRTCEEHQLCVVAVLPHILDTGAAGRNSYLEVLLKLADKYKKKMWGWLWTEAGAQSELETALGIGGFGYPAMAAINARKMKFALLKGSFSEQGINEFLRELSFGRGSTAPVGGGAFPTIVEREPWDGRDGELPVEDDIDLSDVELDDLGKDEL
miR122 inh = miR-122 inhibition in Huh7 cells | Huh7 miR-122 Renilla luciferase sensor, 48 h; neutral wells = 0, positive control = 100 | activation (reporter increase), % at 12.5 µM | 340,000 tested, 0.3% active;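 active = mean replicate activation score at least 90 and every replicate individually at or above 90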;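 note: higher luciferase means less miR-122 activity so hits act as miR-122 inhibitors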
Active calls of the source: *; · = not tested or not shown; [ ] = dose if it differs, or a comment.

Molecule,ERp5 block,miR122 inh,SIRT5 block,Statin myotox sup,Cneo AK release,esBAF inh,ARNT-TACC3 inh
COc1ccc(OCCNC(=O)CSc2ccc(C(F)(F)F)cc2[N+](=O)[O-])cc1,·,-1,·,·,1,·,1
CC(=O)Nc1cc(C(F)(F)F)ccc1OCCOc1ccccc1,·,12,·,-10,0,-4,-8
COc1ccccc1Cn1c(-c2ccco2)nc2nc3ccccc3nc21,·,-4,·,·,-7,·,-5
O=C(O)C(=Cc1ccccc1[N+](=O)[O-])c1ccccc1,3,2,·,3,1,5,5
Cc1sc2nc(CN3CCOCC3)nc(N3CCC(C(N)=O)CC3)c2c1C,·,-1,·,1,3,-9,-10
CC1(C)Oc2ccc(C(=O)Nc3ccccc3F)cc2N(CC(=O)N2CCOCC2)C1=O,0,0,-4,2,-5,23,-3
CCOc1ccc(OCCC(=O)N(CC)CC(=O)Nc2c(F)cccc2F)cc1,-4,-5,-3,2,0,-5,·
O=C(O)CCc1nn2c3ccccc3nc2n(CCN2CCCCC2)c1=O,0,·,-16,-8,3,-1,-5
Cc1noc(C)c1NC(=O)NCC[C@@H]1CC[C@@H](NC(=O)c2ccccc2)[C@H](CO)O1,-3,·,-7,2,-3,4,-5
CC(=O)c1cccc(CN2CCC(n3nccc3NC(=O)CCOc3ccccc3)CC2)c1,3,-7,-1,·,0,·,-3
Cc1ccc(CSc2nnc(-c3ccncc3)o2)c(C)c1,-1,0,-1,14,-1,6,0
CN(C)CCNC(=O)c1ccc(-c2cn3c(-c4ccc(Oc5ccccc5)cc4)cnc3cn2)cc1,2,-12,0,-6,2,-9,·
COc1ccc(C(=O)N=c2sc3ccccc3n2C)cc1OC,4,-3,0,-17,-1,73*,-8
COc1cc(/C=C/C(=O)NCC2CCCCC2)cc(OC)c1OC,1,-1,-15,2,0,1,-1
Oc1ccc(CNc2ccccc2O)cc1,·,-2,·,1,-4,2,-1
COc1cccc(-c2ccc(NC(=O)C3CCCN(Cc4nccn4C)C3)cc2)c1 (configuration not stated),-6,·,2,0,3,16,12
C(=N\N1CCN(c2ccccn2)CC1)/c1ccco1,-3,-1,7,1,1,17,-8
COc1ccc(-c2noc(CN(C(=O)c3c(-c4ccccc4Cl)noc3C)C(C)C)n2)cc1,·,5,·,30,-16,11,0
COc1ccc(-c2c/c(=N\c3nc(-c4ccccc4)c(C)s3)c3ccccc3o2)cc1O,·,·,·,2,-3,-1,0
CO[C@@H]1CN(C)C(=O)c2cc(NC(=O)Nc3ccc(Cl)cc3)ccc2OC[C@@H](C)NC[C@@H]1C,-6,-3[16.7 µM],1,-48,5,-4,12
O=C(c1cnn2c(C(F)(F)F)cc(-c3ccco3)nc12)N1CCCc2ccccc21,·,0,·,12,5,-1,-7
CCCCN(c1ccc(C(=O)OC)cc1)S(=O)(=O)c1ccccc1,5,-5,-1,-6,·,-2,-8
COCC(=O)Nc1ccc2c(c1)C(=O)N(C)C[C@H](OC)[C@@H](C)CN(C(=O)NC(C)C)[C@@H](C)CO2,-2,14[16.7 µM],0,11,1,-6,-3
COc1ccccc1S(=O)(=O)N[C@H]1CC[C@H](CCNC(=O)C2CCCCC2)O[C@@H]1CO,-1,·,8,4,-5,1,12
CC1(C)SC(=S)N(NC(=O)Nc2cccc3ccccc23)C1N(O)C(=O)Nc1ccccc1 (configuration not stated),0,·,-8,·,·,·,-1
O=C(c1nc2ccccn2c1CNCCCn1ncc2ccccc21)N1CCOCC1,-16,·,-2,·,·,·,5
Nc1ccc(Cl)cc1C(=O)OCC(=O)NC1CCS(=O)(=O)C1 (configuration not stated),-9,3,-2,-2,1,0,-5
COc1ccc(CCNC(=O)c2cccc(Br)c2)cc1OC,1,-5,2,3,0,-1,-5
C[C@@H]1CN([C@H](C)CO)C(=O)c2cc(/C=C/c3ccccc3)cnc2O[C@H]1CN(C)C(=O)C1CCC1,3,10[16.7 µM],-9,·,1,7,8
CC(C)OCCCNC(=O)Cc1ccc(F)cc1,3,-6,0,6,3,-6,10
Cc1ccc(C)c(OCC(O)CN2CCC(C)CC2)c1C (configuration not stated),·,4,·,111*,-2,-17,-3
C=CCc1cccc(CNc2ccc(Br)cc2)c1O,-2,·,-7,·,·,·,1
COc1ccc(CCNC(=O)c2cnc(Cl)c(Cl)c2)cc1,4,-8,-1,4,-5,0,0
O=C(CCNC(=O)c1ccc([N+](=O)[O-])cc1)Nc1ccc(Cl)c(S(=O)(=O)N2CCOCC2)c1,-8,-8,0,9,-1,4,·
CCc1cc2c(=O)nc3n(c2s1)Cc1ccccc1/C3=C(/O)c1cccc([N+](=O)[O-])c1,·,-4,·,·,-9,·,-6
Cc1ccc(OCCNC(=O)/C=C/c2ccc([N+](=O)[O-])cc2)cc1C,·,-6,·,3,-1,3,-1
COCCNC(=O)c1ccc2c3n(nc2c1)-c1ccc(Cl)cc1CO3,4,0,·,-7,-1,63*,-1
Cc1cnc(C(=O)OCC(=O)c2ccc(Cl)cc2)cn1,5,·,1,8,-1,-7,5
Cn1c(=O)[nH]c(=O)c2c1nc(N1CCOCC1)n2CCc1ccccc1,-2,5,13,-6,1,-7,20
C=C(C(=O)c1ccccc1)C(NC(C)(C)C)c1ccccc1 (configuration not stated),8,·,1,·,·,·,-4
O=C(C[C@H]1CC[C@H](NC(=O)NC2CCCCC2)[C@@H](CO)O1)NCc1ccc(Cl)cc1,3,·,-4,13,-2,7,-4
Cc1cccc(OCCCCCN2CCOCC2)c1,-2,1,-2,10,1,2,0
COc1ccc(-c2n[nH]nc2C2=CC(=O)CC(C)(C)C2)cc1,2,-1,3,-9,·,2,·
Cc1nc(N2CCN(Cc3ccccc3)CC2)[nH]c(=O)c1C,·,-3,·,·,-2,7,-2
CS(=O)(=O)N1CCC(C(=O)Nc2ccc(C(F)(F)F)cc2)CC1,-7,3,4,·,·,·,·
O=C(CSc1nccc(-c2cccs2)n1)Nc1cccc(Cl)c1,2,9,-11,2,9,-11,0
Cc1ccc(NC(=O)c2ccc3ccccc3n2)cc1S(=O)(=O)N(C)C,1,-1,-3,-7,-1,83*,0
N#Cc1ccc(-c2ccco2)nc1SCC(=O)c1ccc(Cl)cc1,·,8,·,-4,0,9,6
Cc1ccc2nc3c(cc(C(=O)NCCN4CCOCC4)c(=N)n3CCCN3CCOCC3)c(=O)n2c1,·,-3,·,-13,0,2,·
COCCNC(=O)C1(C)CCCN(Cc2ccc3ccccc3c2Br)C1 (configuration not stated),2,-5,·,9,0,2,·
CCN(Cc1ccccc1)C(=O)CS(=O)(=O)c1ccccc1,2,-3,-3,8,1,-1,-6
CCOC(=O)c1c(NC(=O)CSc2nnc(CNc3ccc(Cl)cc3)o2)sc(C)c1C,·,-1,·,6,-2,-8,-2
O=C(Nc1cccc(S(=O)(=O)N2CCOCC2)c1)C1CCN(S(=O)(=O)c2ccccc2)CC1,4,-9,2,-4,-3,11,10
O=C(CSc1ccc(-c2ccc(F)cc2)nn1)N1CCCc2ccccc21,-1,-8,1,·,-4,·,2
COc1ccc(-c2noc(=O)n2CC(=O)N2CCC(Cc3ccccc3)CC2)cc1,2,·,-4,·,·,·,2
Cc1ccc(OCc2n[nH]c(=S)n2Cc2ccccc2)cc1,-4,-4,-1,6,2,-2,-1
COc1ccc2c(-c3ccc(S(N)(=O)=O)cc3)c(-c3ccc(S(C)(=O)=O)cc3)sc2c1,-3,·,-9,-24,1,-5,-3
CC(C)CC(N=Cc1c(O)c2ccccc2oc1=O)C(=O)O (configuration not stated),-1,1,6,13,·,1,-2
O=C(NCCc1cccnc1)c1cc(COc2ccc(F)cc2F)on1,·,-3,-2,-11,1,13,-7
Cc1cccc(CSc2ncnc3c2cnn3Cc2ccccc2)c1,·,1,·,3,0,0,-10

An excerpt of these results, with values under each structure.
Every second line gives: ERp5 block | miR122 inh | SIRT5 block | Statin myotox sup | Cneo AK release | esBAF inh | ARNT-TACC3 inh
COCCNC(=O)C1(C)CCCN(Cc2ccc3ccccc3c2Br)C1 (configuration not stated)
    2 | -5 | · | 9 | 0 | 2 | ·
CCN(Cc1ccccc1)C(=O)CS(=O)(=O)c1ccccc1
    2 | -3 | -3 | 8 | 1 | -1 | -6
CCOC(=O)c1c(NC(=O)CSc2nnc(CNc3ccc(Cl)cc3)o2)sc(C)c1C
    · | -1 | · | 6 | -2 | -8 | -2
O=C(Nc1cccc(S(=O)(=O)N2CCOCC2)c1)C1CCN(S(=O)(=O)c2ccccc2)CC1
    4 | -9 | 2 | -4 | -3 | 11 | 10

Following part
Molecule,ERp5 block,miR122 inh,SIRT5 block,Statin myotox sup,Cneo AK release,esBAF inh,ARNT-TACC3 inh
Cc1cccc(CCNC(=O)C2CCC(CNS(=O)(=O)c3cccs3)CC2)c1 (configuration not stated),0,3,-4,-1,-2,-4,-13
COC(=O)CCc1c(C)c(C(=O)c2cccc(OC)c2OC)c2ccccn12,5,·,-5,-6,-1,-6,-3
C/C(=N\Nc1nncc2ccccc12)c1ccc(O)cc1,4,-11,-1,8,-7,2,·
O=C(CN1CCCCC1)Nc1ccccc1C(=O)NC1CC1,-1,-4,1,-4,-1,0,1
O=C(Nc1ccc(C(F)(F)F)cc1)C1CCCCN1S(=O)(=O)c1ccccc1 (configuration not stated),-2,20,-7,18,2,36,-2
OC(COC(c1ccccc1)c1ccccc1)CN1CCOCC1 (configuration not stated),4,·,-3,·,·,·,-2
CC(C)Oc1ccc(Cc2cnc(N)nc2N)cc1,·,-14,·,-2,0,-2,-1
CC(Sc1nnc(Cc2ccc3c(c2)OCO3)o1)C(N)=O (configuration not stated),-7,-5,1,0,-3,-3,-23
CCOC(=O)C1=C(CS(=O)(=O)c2ccccc2)NC(=O)NC1c1ccc(O)c(OC)c1 (configuration not stated),-4,-4,-3,7,1,-8,-7
CC(NC(=O)/C(C#N)=C/c1ccc(C(=O)O)cc1)c1ccccc1 (configuration not stated),-2,3,2,·,7,·,-5
O=c1ccc(S(=O)(=O)N2CCCC2)cn1Cc1ccc(Cl)cc1Cl,-14,-11,-2,-24,0,-11,1
C=CCc1cccc2cc(C(=O)NC3CCCC3)c(=O)oc12,4,-7,-3,-8,0,4,6
O=C(CCC(F)(F)F)N1CCCC(N2CCN(c3cccc(Cl)c3)CC2)C1 (configuration not stated),-2,6,3,0,0,20,-1
O=C(COC(=O)CCc1ccccc1)NCc1ccccc1,-1,-12,0,6,-2,1,0
CCCS(=O)(=O)NC(=O)C1(C)CCN(C(=O)c2ccccc2Br)C1 (configuration not stated),·,-2,·,13,4,3,·
C[C@@H]1CN([C@@H](C)CO)C(=O)c2cc(NC(=O)Cc3cn(C)c4ccccc34)ccc2O[C@H]1CN(C)S(=O)(=O)c1ccc(F)cc1,-16,3[16.7 µM],0,·,1,-3,·
CCCCCC1CCC(C(=O)NCCN2CCOCC2)CC1 (configuration not stated),1,-2,-2,-8,0,-12,-1
CCOC(=O)c1c(-c2ccc(C)s2)csc1NC(=O)c1cccs1,·,-2,·,-6,-2,-1,-3
Cc1cccnc1NC(=O)C1CCCN1S(=O)(=O)c1ccc(Cl)cc1 (configuration not stated),7,·,-3,6,1,0,-3
COc1ccc(/C=C/C(=O)c2oc3ccc(F)cc3c2C)cc1,·,9,·,·,-2,·,16
O=C(Nc1ccc(F)cc1F)Nc1ccc(F)cc1F,-2,·,-7,·,·,·,-2
CC1=C(C(=O)OCc2ccccc2)C(c2ccccc2)NC(=O)N1 (configuration not stated),0,-2,·,9,80*,-7,1

Compounds were not picked by outcome; any-hit rate near 4%.
